SKKanGAS inh = S. pyogenes SKKanGAS growth inhibitors in kanamycin, primary screen, streptokinase expression inhibitor project, SKKanGAS strain, BacTiter-Glo luminescence. 6 h. inhibition, % at 7.5 µM. 300,000 compounds, 1.3% hits. AID 1662, 2009;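 active = mean replicate score, as percent of positive control median, at least 50; inconclusive = mean below 50 but one replicate at or above 50; inactive = mean and every replicate below 50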;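 note: strain carries kanamycin resistance gene driven by streptokinase promoter and grows in 40 µg/ml kanamycin; loss of luminescence reflects streptokinase promoter inhibition or plain growth inhibition; 0% = median of DMSO wells and 100% = positive control at its reference dose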
TMEM16A inh = TMEM16A chloride channel inhibitors, primary screen, cell-based, HTS; Anoctamin-1 (Mus musculus), Q8BHY3; HEK293 TMEM16A/YFP iodide influx fluorescence, ionomycin; normalized B-score (activity score, 25-100; higher = stronger inhibition) at 10 µM; 310,000 compounds, 1.2% hits;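 active = ratio plate-corrected score three or more library SD toward inhibition, starting fluorescence score within five deviations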;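 note: score derived from kinetic fluorescence span divided by baseline fluorescence per well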
RGS4 act = RGS4 potentiators or activators, primary screen, cell-based, HEK293 M3R inducible RGS4, calcium flux; carbachol calcium flux Fluo4; stronger effect = lower value; B-score at 10 µM; 310,000 compounds, 0.92% hits;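 active = B-score of the integrated calcium signal more than 4 SD below the library mean, with starting fluorescence not abnormally high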;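 note: negative B-score means reduced calcium response which marks RGS4 activation or potentiation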
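System: HEK293 FlpIn-TREx cells, stable M3R, doxycycline-inducible RGS4. Timing: overnight RGS4 induction, 30 min dye load 37 °C, 20 min compound RT. Also added: carbachol, ECmax concentration. Measured by: Fluo4 fluorescence kinetic imaging of calcium. Evaluation: integrated calcium ratio converted to B score.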
KCNQ1 pot = potentiators or activators of KCNQ1 channel, primary screen, cell-based, thallium flux, high-throughput; 310,000 compounds, 0.35% hits; Potassium voltage-gated channel subfamily KQT member 1 (Homo sapiens), P51787; CHO-K1 KCNQ1, thallium flux FluxOR fluorescence; stronger effect = higher value; B-score at 10 µM;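 active = fluorescence ratio B-score, a plate-corrected score, at least three library SD, with initial intensity B-score within 5 SD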
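Medium – assay buffer, equal DMSO in all wells · Material – CHO-K1 cell line with stable KCNQ1 potassium channel expression · Signal – kinetic FluxOR thallium fluorescence, 10-s 1-Hz baseline, 110-s post-stimulus read · Compound – single concentration per compound, DMSO matched to controls · Schedule – 37 °C overnight plating, 90-min dark dye load, 20-min compound pretreatment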
KCNK3 block = human KCNK3 channel inhibitors, primary screen, CHO cells, FluxOR thallium flux, B-score; 340,000 compounds, 0.84% hits; Potassium channel subfamily K member 3 (Homo sapiens), O14649; FluxOR fluorescence; stronger effect = lower value; B-score at 10 µM; AID 602410, 2012;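 active = B-score under library mean minus 4 SD, starting fluorescence ratio at most library mean plus 5 SD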;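 note: more negative B-score means stronger inhibition of thallium flux through KCNK3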
RGS4 inh = RGS4 inhibitors, primary screen, cell-based, HEK293 M3R inducible RGS4, calcium flux; Regulator of G-protein signaling 4 (Homo sapiens), P49798; Fluo-4 calcium flux; stronger effect = higher value; triggered by carbachol at its EC20; B-score at 10 µM; 310,000 compounds, 0.45% hits;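 active = B-score, a plate-corrected calcium signal, over three deviations above library mean, with baseline fluorescence within five deviations of library mean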;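 note: RGS4 expression induced by doxycycline in cells with stable M3 receptor; B-score is computed from the integrated fluorescence ratio over baseline after carbachol; higher B-score means a larger calcium signal and so more RGS4 inhibition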
KCNK9 inh = KCNK9 potassium channel inhibitors, primary screen, HEK293 cells, thallium flux | Potassium channel subfamily K member 9 (Homo sapiens), Q9NPC2 | FluxOR thallium flux fluorescence; stronger effect = lower value | B-score at 10 µM | 310,000 compounds, 1.2% hits;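 active = ratio B-score over 3 SD below the library mean, with starting fluorescence within 5 SD of its mean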;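 note: negative B-score means less thallium flux so channel inhibition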
hERG protect = hERG rescue from dofetilide block, primary screen, cell-based, CHO-hERG, FluxOR thallium flux, dofetilide IC70 | dofetilide IC70 present | activation (rescue from dofetilide block), less the hit threshold, % at 10 µM | Voltage-gated inwardly rectifying potassium channel KCNH2 (Homo sapiens), Q12809 | 310,000 compounds, 0.51% hits;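 active = activation above the mean of controls blocked by dofetilide plus 5 SD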;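 note: thallium influx through hERG after potassium depolarization seen as dye fluorescence rise; in these data hits start at about 4.7%; inactives centre near -7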
Target sequence (Q12809 whole entry, looked up): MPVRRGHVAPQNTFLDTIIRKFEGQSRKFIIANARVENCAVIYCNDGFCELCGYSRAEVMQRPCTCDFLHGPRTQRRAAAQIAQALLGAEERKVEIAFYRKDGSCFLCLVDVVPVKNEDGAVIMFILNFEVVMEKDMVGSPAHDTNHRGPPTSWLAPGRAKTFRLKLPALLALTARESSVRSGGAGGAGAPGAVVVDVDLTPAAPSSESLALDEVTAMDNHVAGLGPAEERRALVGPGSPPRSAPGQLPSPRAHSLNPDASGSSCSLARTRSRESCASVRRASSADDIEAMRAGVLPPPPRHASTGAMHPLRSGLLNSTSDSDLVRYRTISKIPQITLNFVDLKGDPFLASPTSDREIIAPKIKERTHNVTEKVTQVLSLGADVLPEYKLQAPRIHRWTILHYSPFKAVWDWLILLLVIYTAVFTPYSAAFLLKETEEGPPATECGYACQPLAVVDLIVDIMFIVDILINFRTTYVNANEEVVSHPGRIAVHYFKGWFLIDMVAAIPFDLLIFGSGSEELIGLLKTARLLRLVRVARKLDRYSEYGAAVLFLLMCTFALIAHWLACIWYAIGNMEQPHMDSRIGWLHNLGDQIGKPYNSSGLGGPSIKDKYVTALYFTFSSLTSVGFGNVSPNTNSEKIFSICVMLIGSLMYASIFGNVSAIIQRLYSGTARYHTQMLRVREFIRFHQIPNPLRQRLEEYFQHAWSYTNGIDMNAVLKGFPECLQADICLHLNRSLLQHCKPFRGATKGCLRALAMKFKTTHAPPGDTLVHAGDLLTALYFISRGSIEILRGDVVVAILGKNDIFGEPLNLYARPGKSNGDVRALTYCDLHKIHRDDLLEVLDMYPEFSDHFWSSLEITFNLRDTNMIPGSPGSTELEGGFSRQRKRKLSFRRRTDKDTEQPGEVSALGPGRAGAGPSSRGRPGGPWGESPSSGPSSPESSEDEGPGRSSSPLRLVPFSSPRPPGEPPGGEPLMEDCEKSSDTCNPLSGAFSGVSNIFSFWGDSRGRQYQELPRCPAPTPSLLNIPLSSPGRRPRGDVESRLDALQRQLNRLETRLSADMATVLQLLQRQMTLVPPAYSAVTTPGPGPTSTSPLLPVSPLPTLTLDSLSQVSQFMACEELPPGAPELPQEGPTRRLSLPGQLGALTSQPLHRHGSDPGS
TMEM16A act = TMEM16A chloride channel activators or potentiators, primary screen, cell-based, HTS | B-score at 10 µM | AID 623877, 2012 | HEK293 TMEM16A/YFP-H148Q/I152L, iodide quench fluorescence; stronger effect = lower value | 340,000 compounds, 0.3% hits;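 active = fluorescence-ratio B-score plate-corrected deviation score at least 3 library SD below zero, with starting fluorescence score within 5 deviations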;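 note: channel opened by trigger with iodide after compound preincubation; score built on the fluorescence ratio of max minus min over baseline; more negative score means more quench and so TMEM16A activation or potentiation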
HDAC3 inhib = HDAC3 deacetylase inhibitors, primary screen, biochemical, fluorescence, cell-free homogeneous. inhibition, % at 8.3 µM. recombinant HDAC3, fluorogenic peptide/trypsin coupled. Histone deacetylase 3 (Homo sapiens), O15379. AID 2718, 2010. 320,000 compounds, 0.15% hits; in the data active = inhibition above about 26%, passing the limit was not always enough; inconclusive = no clear call, values can overlap the other calls
KCNQ1 inh = inhibitors of human KCNQ1 channel, primary screen, cell-based, thallium flux, high-throughput | B-score at 10 µM | CHO-K1 KCNQ1, FluxOR thallium flux fluorescence; stronger effect = higher value | AID 2642, 2010 | Potassium voltage-gated channel subfamily KQT member 1 (Homo sapiens), P51787 | 310,000 compounds, 1.3% hits;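 active = compounds whose thallium flux B-score, printed positive for inhibition, exceeds three library SD while starting fluorescence stays within three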;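 note: channel opened by potassium depolarization with thallium stimulus after 20 min compound exposure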
* = called active by the depositor; i = inactive; ? = inconclusive; . = not tested or not shown. Rows were taken by chance, and some 6.3% of all compounds hit somewhere here.

SMILES | SKKanGAS inh | TMEM16A inh | RGS4 act | KCNQ1 pot | KCNK3 block | RGS4 inh | KCNK9 inh | hERG protect | TMEM16A act | HDAC3 inhib | KCNQ1 inh
Cc1ccc(N2CC(C(=O)Nc3c4c(nn3C(C)(C)C)CS(=O)(=O)C4)CC2=O)cc1C (stereo not given) | 41 | i | i | i | i | i | i | -7 | i | 0 | i
CCn1cc(C(=O)NC(C)CCc2ccccc2)c(=O)c2cc(S(=O)(=O)N(C)C)ccc21 (stereo not given) | -2 | i | i | i | i | i | i | -7 | i | 2 | i
CCOc1cc(-c2c(C)c(C)nc(N)c2C#N)ccc1O | -15 | i | i | i | i | i | i | -5 | i | -2 | i
Cc1c(CCC(=O)O)c(=O)oc2c(C)c(OCc3cc4c(cc3Cl)OCO4)ccc12 | 67* | i | i | i | i | i | i | -4 | i | -2 | i
CCCC(C(=O)NC1CCCC1)N(Cc1ccccc1Cl)C(=O)c1snc(C(N)=O)c1N (stereo not given) | 3 | i | i | i | i | i | i | -13 | i | -5 | i
CC(C)OC(=O)CSc1nc(N)c(C#N)c(-c2ccco2)c1C#N | 0 | i | i | i | i | i | i | -9 | i | 0 | i
O=C(CN(C1CCCCC1)S(=O)(=O)c1ccc(Cl)cc1)NCc1cccnc1 | -7 | i | i | i | i | i | i | -11 | i | -9 | i
CN(C)CCCN=Cc1c(-c2ccccc2)[nH]n(-c2nc3ccccc3s2)c1=O | 19 | i | i | i | i | i | i | -17 | i | 6 | i
CC#CCCCC(=O)Nc1cc(OC)nc(OC)n1 | -2 | i | i | i | i | i | i | -16 | i | -10 | i
Cc1cc(C)c2c(=O)n(CC(=O)NC3CCCC3)sc2n1 | -4 | i | i | i | i | i | i | -23 | i | 4 | i
Cc1ccccc1S(=O)(=O)Cc1ccc(C(=O)N(C)C2CCCCC2)o1 | -4 | i | i | i | i | i | i | -5 | i | 4 | i
O=C(c1ccc(F)cc1F)N(Cc1ccccn1)Cc1ccco1 | -5 | i | i | i | i | i | i | -10 | i | 0 | i
COc1cc(-c2nnc3n2CCCCC3)cc(OC)c1OC | 5 | i | i | i | i | i | i | -3 | i | -15 | i
O=C(Nc1ccccc1C(=O)NCCCN1CCOCC1)c1ccc(F)cc1F | -4 | i | i | i | i | i | i | -5 | i | 0 | i
O=C1SC(c2ccccc2)=N/C1=C/c1ccco1 | -11 | i | i | i | i | i | i | -4 | i | 1 | i
CC(=O)Nc1ccc(CCc2nc3ccccc3[nH]2)cc1 | -1 | i | i | i | i | i | i | -11 | i | -4 | i
COc1ccc(C(=O)NCc2nnc(SCC(=O)Nc3nnc(C)s3)o2)cc1OC | -5 | i | i | i | i | i | i | -4 | i | 0 | i
O=C(CN1CCC(O)(c2ccccc2)CC1)Nc1ccc2c(c1)OCCO2 | 1 | i | i | i | i | i | i | -7 | i | -6 | i
CC(NC(=O)CNC(=O)c1sc2ccccc2c1Cl)c1ccc(S(N)(=O)=O)cc1 (stereo not given) | 3 | i | i | i | i | i | i | -13 | i | -4 | i
CCCCc1cc(=O)oc2cc(OCC(=O)NCC3CCC(C(=O)O)CC3)ccc12 (stereo not given) | 1 | i | i | i | i | i | i | -7 | i | -6 | i
CCCNC(=O)c1cc2cc([N+](=O)[O-])ccc2s1 | 9 | i | i | i | i | i | i | -5 | i | 2 | i
COc1ccc(C(=O)O)cc1NC(=S)NC(=O)CSc1ccc(Cl)cc1 | 41 | i | i | i | i | i | i | -9 | i | 4 | i
O=[N+]([O-])c1ccc(NC(=S)N2CCN(c3ccc(F)cc3)CC2)cc1 | 3 | i | i | i | i | i | i | -2 | i | 1 | i
CCOc1ccc2[nH]cc(C(=O)O)c(=O)c2c1 | -2 | i | i | i | i | i | i | 2 | i | -2 | i

Single records, as listed above. Order of values: SKKanGAS inh	TMEM16A inh	RGS4 act	KCNQ1 pot	KCNK3 block	RGS4 inh	KCNK9 inh	hERG protect	TMEM16A act	HDAC3 inhib	KCNQ1 inh
O=C(CN1CCC(O)(c2ccccc2)CC1)Nc1ccc2c(c1)OCCO2 reads 1	i	i	i	i	i	i	-7	i	-6	i
CCCCc1cc(=O)oc2cc(OCC(=O)NCC3CCC(C(=O)O)CC3)ccc12 (stereo not given) reads 1	i	i	i	i	i	i	-7	i	-6	i

(further entries)
SMILES | SKKanGAS inh | TMEM16A inh | RGS4 act | KCNQ1 pot | KCNK3 block | RGS4 inh | KCNK9 inh | hERG protect | TMEM16A act | HDAC3 inhib | KCNQ1 inh
O=C(NCC1CCCO1)c1nn2c(C(F)(F)F)cc(-c3cccs3)nc2c1Cl (stereo not given) | -3 | i | i | i | i | i | i | -7 | i | -3 | i
Cc1cc(=O)n(Cc2ccccc2)c2ccccc12 | 3 | i | i | i | i | i | i | 1 | i | 4 | i
COc1ccccc1CNC(=O)COC(=O)c1cc(C)oc1C | -10 | i | i | i | i | i | i | -24 | i | 4 | i
COc1ccccc1N1C(=O)CC(N2CCN(c3ccc(F)cc3)CC2)C1=O (stereo not given) | -1 | i | i | i | i | i | i | -7 | i | ? | i
CN(CCOc1ccccc1)CC(=O)Nc1cccc(C#N)c1 | 2 | i | i | i | i | i | i | -11 | i | -2 | i
CCN(CC(=O)Nc1cccc(C(C)=O)c1)S(=O)(=O)c1ccc(C)cc1 | -9 | i | i | i | i | i | i | -14 | i | -2 | i
COc1ccc(NC(=O)CC#N)cc1OC | 22 | i | i | i | i | i | i | -8 | i | -1 | i
COc1ccccc1N1CCN(/N=C\C(Br)=C\c2ccccc2)CC1 | -5 | i | i | i | -9.4* | i | i | -3 | i | 4 | i
Cc1cc(C)cc(NC2=NC3(CCCCC3)N=C(N)N2)c1 | -1 | i | i | i | i | i | i | -7 | i | -5 | i
NC(=O)c1cccc(NC(=O)Nc2ccc(Cl)cc2)c1 | 2 | i | i | i | i | i | i | -7 | i | 2 | i
CCC(C)(C)NC(=O)C(c1ccc(OC)cc1)N(C(=O)CCC(=O)Nc1cc(C)on1)c1ccc(OC)cc1OC (stereo not given) | -2 | i | i | i | i | i | i | -4 | i | 7 | i
O=C(Cn1cnc2ccccc2c1=O)NCCC(=O)Nc1ccc(F)cc1 | 0 | i | i | i | i | i | i | -3 | i | -3 | i
Cc1ccc(NC(=O)C(=O)NCCCN2CCCC2=O)cc1 | -10 | i | i | i | i | i | i | -3 | i | -3 | i
COC(=O)c1ccccc1S(=O)(=O)Nc1ccc(OC)nc1 | -3 | i | i | i | i | i | i | -3 | i | 11 | i
Cc1ccc(NC(=S)N2CCC(NC(=O)c3ccc(F)cc3)CC2)cc1C | -1 | i | i | i | i | i | i | -5 | i | 2 | i
Cc1cc(C)nc(Nc2cc([N+](=O)[O-])ccc2C)n1 | 0 | i | i | i | i | i | i | -2 | i | -1 | i
NNC(=O)C1c2ccccc2Oc2ccccc21 | 4 | i | i | i | i | i | i | -6 | i | -4 | i
Cc1ccc(S(=O)(=O)c2cc3ccccc3oc2=Nc2ccc3c(c2)OCO3)cc1 | 12 | i | i | i | i | i | i | -14 | i | -6 | i
CN(C)/C=C/C(=O)c1ccc(Cl)cc1 | -6 | i | i | i | i | i | i | -14 | i | 7 | i
COc1cc(C2C(C#N)=C(N)Oc3cc(N(C)C)ccc32)cc2c1OCO2 (stereo not given) | -4 | i | i | i | i | i | -8.6* | -12 | i | 2 | i
O=C1/C(=C/c2ccc(Cl)cc2)SC(=S)N1CCC(=O)N1CCCCC1CCO (stereo not given) | -6 | i | i | i | i | i | i | -6 | i | 1 | i
CC(=O)c1ccc(Oc2cc(C)nc(N3CCOCC3)n2)cc1 | 10 | i | i | i | i | i | i | -4 | i | ? | i
O=C(Nc1cccnc1)c1c(F)c(F)c(F)c(F)c1F | 2 | i | i | i | i | i | i | -2 | i | -3 | i
O=C(Nc1cc(F)ccc1F)C1CCCN1S(=O)(=O)c1cccc2nsnc12 (stereo not given) | -4 | i | i | i | i | i | i | -5 | i | -7 | i
COc1cc(/C=C(\NC(=O)c2cc(OC)c(OC)c(OC)c2)C(=O)NC(C(=O)O)c2ccccc2)cc(OC)c1OC (stereo not given) | 1 | i | i | i | i | i | i | -8 | i | . | i
CN1CCN(C(=O)C2=C[C@@H](c3csc4ccccc34)C[C@@H](OCCCCO)O2)CC1 | 5 | i | i | i | i | i | i | -4 | i | -8 | i
O=C(CCn1c2c(c3ccccc31)CCCC2)NNC(=O)c1ccc([N+](=O)[O-])cc1 | 10 | i | i | i | i | i | i | -19 | i | 0 | i
Cc1ccc([N+](=O)[O-])cc1NC(=S)NC(=O)c1c(Cl)cnn1C | -4 | . | i | i | i | i | i | -5 | i | . | i
CC1(C)C(=O)OC(C(=O)c2ccccc2)C2(CCCCC2)C1=O (stereo not given) | 1 | i | i | i | i | i | i | -9 | i | -2 | i
CCc1ccc(CN2CCC(CO)(CC3CCCCO3)CC2)o1 (stereo not given) | -1 | i | i | i | i | i | i | -3 | i | -5 | i
CC1CCN(C(=S)c2cn(Cc3ccccc3F)c3ccccc23)CC1 | 19 | i | i | i | i | i | -6.6* | -13 | i | 1 | i
COc1ccccc1CN1C[C@@H]2C[C@@H](c3ccc4nsnc4c3)N3CCC[C@@]23C1=O | -6 | i | i | i | i | i | i | -7 | i | 0 | i
COc1ccc(CN(Cc2ccccn2)S(=O)(=O)c2ccc(-n3cnnn3)cc2)cc1 | -1 | i | i | i | i | i | i | -5 | i | 2 | i

Bioassay records as filed in PubChem.
